# Source: PubChem
# PriA SSB inh: inhibitors of Klebsiella pneumoniae PriA binding to SSB C-terminal tail; AlphaScreen SSBct-PriA binding, biotinylated peptide; inhibition, % at 33 µM; hit rate 0.6% among 430,000; in the data active = inhibition mostly above about 37%, no sharp cut-off; inactive = mostly below about 20%;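 also: plate controls were negative control peptide for no effect and reference peptide for full effect; strong numbers were not always called active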
# * hit, by the source's call; & = joins results of further samples. A portion of the library; the hit share may differ from the screen's.
Molecule	PriA SSB inh
CCn1cc(C(=O)N2CC(Oc3cc(C)oc(=O)c3)C2)c(=O)c2ccc(C)nc21	-1
O=C(NN=Cc1ccco1)c1cccc(N2CCCC2=O)c1	0
CC(=NNC(=O)c1cc(C(C)(C)C)[nH]n1)C12CC3CC(CC(C3)C1)C2	3
COc1ccc2ccccc2c1C=NO	12
O=C(Cc1ccccc1Cl)N1C2CCC1c1cncnc1C2 (configuration not stated)	-23
COc1ccc(-c2nnc(C3CCCN(C(=O)Nc4ccccc4OC)C3)s2)cc1 (configuration not stated)	19
O=C(Nc1ccccc1Cc1nc(-c2ccco2)no1)c1ccc2ncsc2c1	-15
CC(C)Sc1ccc(CC(=O)Nc2sccc2-c2nc3ccccc3s2)cc1	-4
C=CCCC1(C)NNc2nc(=O)c(C)nn21 (configuration not stated)	98*
CC1(C)CC(=O)C2C(=Nc3ncnn3C2c2ccc(Br)cc2)C1 (configuration not stated)	6
O=c1oc2ccccc2c(O)c1C(C[N+](=O)[O-])c1c[nH]c2ccccc12 (configuration not stated)	11
COCCN1C(=O)C(=O)C(=C(O)c2ccc(C)cc2)C1c1ccccn1 (configuration not stated)	-4
COC(=O)Cn1c(=NC(=O)c2ccc(F)cc2)sc2cc(OC)ccc21	-9
CCCc1cc(=O)[nH]c2nnc(SCC(=O)Nc3ccccc3C(=O)OCC)n12	-5
CC(=O)NS(=O)(=O)c1ccc(NC(=O)c2cccn(Cc3ccccc3F)c2=O)cc1	-26
Cc1nnc2ccc(N3CCN(S(=O)(=O)c4cc(F)ccc4F)CC3)nn12	-1
C=CCn1c(=O)c2c(nc(Br)n2C)n(C)c1=O	0
NCC(c1ccsc1)N1CCOCC1 (configuration not stated)	11
Cc1nc2cc(NC(=O)C3CN(S(=O)(=O)C4CC4)C3)ccc2s1	0
O=C1OC2(CCN(C(=O)c3cc(-c4ccccc4)n[nH]3)CC2)c2ccccc21	-25
O=[N+]([O-])c1ccc(Oc2ccc(C=NO)cc2)nc1	2
COC(=O)CC(C(=O)OC)N1CCN(Cc2ccccc2)CC1 (configuration not stated)	1
CC(=O)Nc1ccc(C(=O)NCCNC(=O)c2cccs2)cc1	-6
O=C(O)CCC(=O)NCc1ccoc1	-6
O=C(c1cccs1)N1CCC(Oc2cnccn2)CC1	-3
CN(C)CCCNC(=O)C(=O)Nc1ccc(F)cc1	-22
COc1cccc(-n2nc(-c3nc(-c4ccc5c(c4)OCO5)no3)c3ccccc3c2=O)c1	-4
Cc1nnsc1C(=O)N[C@@H](C)Cc1ccco1	-7
COc1ccc(C(O)=C2C(=O)C(=O)N(CC3CCCO3)C2c2ccc(O)c(OC)c2)cc1 (configuration not stated)	2
CC(CC(=O)Nc1ccc([N+](=O)[O-])cc1)=NNC(=O)c1ccccc1[N+](=O)[O-]	-14
Cc1cc(C(=O)Nc2cccc3c2C(=O)NC3=O)nn1C	1
COc1ccc(C(=O)Nc2nc(CC(=O)Nc3ccc(Br)c(C)c3)cs2)cc1	-1
COC(=O)c1ccc(NC(=O)C2CN(C(=O)c3cnccn3)C2)cc1	-12
Cc1ccc(C2CC2C(=NO)c2ccc(F)cc2)cc1 (configuration not stated)	-14
CCn1ccc(C(=O)N(CCN2CCOCC2)c2nc3cc(C)c(C)cc3s2)n1	3
Cc1ccc(C)c(N2CCN(c3ccc(S(=O)(=O)C4CCCCC4)nn3)CC2)c1	-8
O=C(COc1ccc(Cl)cc1Cl)N1CCCC(Cc2nc(C3CC3)no2)C1 (configuration not stated)	-3
O=c1[nH]c(=S)c2c(n1CCN1CCNCC1)CCC2	-11
CCOc1cccc2cc(C(=O)Nc3cc(C)nn3C)oc12	-10&-3
O=C(N1CCN(Cc2nc(C3CC3)cs2)CC1)C1(c2ccc(Cl)cc2)CCCC1	-10
NC(=O)c1ccc(C(N)=NS(=O)(=O)c2cc(C(F)(F)F)cc(C(F)(F)F)c2)cc1	2
O=C1NC2NC(=O)NC2N1 (configuration not stated)	-8
CCCCCCCC(=O)NN=Cc1cccnc1	-7
O=C(Nc1ccccc1Cc1nc(-c2ccco2)no1)c1c(F)cccc1Cl	-14
Cc1oc2cc(OCCN3CCOCC3)ccc2c(=O)c1-c1ccc(Cl)cc1	-9
COc1ccc(C=NNC(=O)CN(C)C(=O)OCc2ccccc2)cc1OC	-2
Cc1cc(-c2nn(-c3ccccc3)cc2/C=C2\SC(=N)NC2=O)ccc1OC(C)C	-6
O=C(NCCOc1ccc2nnc(-c3ccccc3)n2n1)c1ccccc1C(F)(F)F	4
O=C(Nc1cccs1)N1CCOC(c2cc(Cl)cc(Cl)c2)C1 (configuration not stated)	14
CCOc1ccc(NC(=O)Cn2c(=O)n(CCCCC(=O)NCC(C)C)c(=O)c3ccccc32)cc1	5
COc1ccc(-c2cc(-c3ccc(Cl)cc3)nc3sc(C(=O)NCCc4ccccc4)c(N)c23)cc1	-17
CSc1ccccc1C(=O)NCCC(O)c1cc2ccccc2o1 (configuration not stated)	8
Cc1cc(NC(=O)C2CN(C(=O)c3ccc4c(c3)OCO4)C2)no1	-14
COc1ccc(C)cc1S(=O)(=O)N1CCC[C@H](c2nnc(CC(C)(C)C)o2)C1	-3
O=C(CCn1c(=O)oc2ccc(Cl)cc21)Nc1ccccc1C(F)(F)F	-6
Cc1ccc(C)c(CSC2=NCCN2C(=O)Cc2ccc(F)cc2)c1	-12
C=CCN1C(=O)C(CC(=O)O)SC1=NN=Cc1ccc(N(CC)CC)cc1 (configuration not stated)	0
O=C(Nc1ccccc1Cc1nc(-c2ccco2)no1)c1cnn(-c2ccccc2)n1	-16
O=C(OC(c1ccccc1)c1nccc2ccccc12)c1ccco1 (configuration not stated)	-15
CCOc1ccc(CC(=O)NCCNC(=O)c2ccc(NC(=O)C3CC3)cc2)cc1	-13&-5

# Next results:
Molecule	PriA SSB inh
O=C(NCC#CCN1CCOCC1)Nc1cccc(C(F)(F)F)c1	4
O=C(Nc1cccc(C(F)(F)F)c1)N1CCC(Oc2ncccc2Cl)CC1	-6
CC(=O)c1sc2nc(-c3ccco3)c3c(c2c1N)CCCC3	-12&-5
C=CC(O)(c1ccccn1)c1ccccn1	36
CCCC(=O)Nc1ccc2c(c1)C(=O)Nc1cc(Cl)ccc1O2	-13
NC(=O)c1ccc2ncsc2c1	-11
Cc1ccc(-c2csc(NC(=O)c3cccc(Cl)c3)n2)c(C)c1	-2
COc1ccccc1OCC#CCNC(=O)c1sc(C)nc1C	-9
C=CCn1c(CSc2nc3ccccc3s2)nnc1SC/C=C/c1ccccc1	-4
Cc1cc(C(=O)CSc2nnc3ccccn23)c(C)n1-c1cc(Cl)ccc1Cl	30
Cn1c(=O)c2c(ncn2CC(=O)N2Cc3nn(C(C)(C)C)c(-n4cccc4)c3C2)n(C)c1=O	12
Cc1csc(NC(=O)c2ccc(=O)n(C)n2)n1	-7
Cc1cc2ncn(-c3ncnc4scc(-c5ccc(Cl)cc5)c34)c2cc1C	4
O=C1CSC(=NN=C2C3CC4CC(C3)CC2C4)N1	3
O=C(c1ccccc1)c1ccc(CNS(=O)(=O)c2ccc3c(c2)OCCCO3)s1	-4
Cc1ccc(-c2nnc(-c3cc(-c4ccccc4)nc4ccccc34)o2)cc1	-8&3
CC(=O)c1c(C)nn(CC(O)COc2ccc3c(C)cc(=O)oc3c2)c1C (configuration not stated)	-13
Cc1ccc(Cl)c2sc(NCCN3CCOCC3)nc12	-16
COC(=O)c1ccc(NC(=O)CSc2nnc(COc3ccc(Cl)cc3)o2)cc1	8
CSc1ccccc1C(=O)N(C(=O)N1CCCCC1)c1ccc(C)cc1	5
CCNC(=O)NCCN1CCC(c2cccs2)CC1	-10
Cn1nc(CNC(=O)CCn2cnc3ccccc3c2=O)c2ccccc2c1=O	3
COc1ccccc1C(=O)N1CC(S(=O)(=O)c2ccc(F)cc2)C1	-4
CCOC(=O)c1cnc2cc(C(F)(F)F)ccc2c1Nc1ccc(S(N)(=O)=O)cc1	-2
CCC(CO)NC(=O)Nc1c[nH]c2ccccc12 (configuration not stated)	-9
Cc1cc(C)cc(NC(=O)c2ccc(S(=O)(=O)N(C)Cc3ccccc3)cc2)c1	-13
CSc1ccc(C(O)CNC(=O)Nc2ccc3c(c2)OCO3)cc1 (configuration not stated)	-2
COc1ccc(Cl)cc1NC(=O)/C=C/c1ccccc1O	-4
COC(=O)N(Cc1cccs1)Cc1cccn1C	19
C=CCN1C(=O)C(C)(C)COc2ccc(NS(=O)(=O)c3ccc(OC)cc3C)cc21	9

# 3 entries from above, field by field.
compound: NC(=O)c1ccc2ncsc2c1
- PriA SSB inh = -11

compound: COC(=O)N(Cc1cccs1)Cc1cccn1C
- PriA SSB inh = 19

compound: Cc1ccc(-c2csc(NC(=O)c3cccc(Cl)c3)n2)c(C)c1
- PriA SSB inh = -2

# Arranged by heavy-atom count (lowest first): part of the list above.
Molecule	PriA SSB inh
CCC(CO)NC(=O)Nc1c[nH]c2ccccc12 (configuration not stated)	-9
COc1ccc(Cl)cc1NC(=O)/C=C/c1ccccc1O	-4
CSc1ccc(C(O)CNC(=O)Nc2ccc3c(c2)OCO3)cc1 (configuration not stated)	-2

# Returning to the listing with the 3 entries that preceded the break.
Molecule	PriA SSB inh
COc1ccc(Cl)cc1NC(=O)/C=C/c1ccccc1O	-4
COC(=O)N(Cc1cccs1)Cc1cccn1C	19
C=CCN1C(=O)C(C)(C)COc2ccc(NS(=O)(=O)c3ccc(OC)cc3C)cc21	9
CCc1ccc(-c2cc3c(SCC(=O)Nc4cc(OC)c(OC)c(OC)c4)nccn3n2)cc1	6
CC(=O)N1N=C(c2ccsc2)C[C@H]1c1ccc2nccnc2c1	-7
O=C(Nc1nccs1)C1CCCN(c2ccc(-c3cccs3)nn2)C1 (configuration not stated)	10
O=S(=O)(NC1CCN(c2ccccn2)C1)c1ccccc1Br (configuration not stated)	-1
Cc1ccc(NCC(=O)NN=Cc2ccncc2)cc1	-8
CCOC(=O)c1c(C)oc2c1c(C(c1ccc(OC)cc1)N1CCOCC1)c(O)c1ccccc12 (configuration not stated)	-3
CSc1ccc(C(O)CNC(=O)C(=O)Nc2cccnc2)cc1 (configuration not stated)	-25
O=C(CCc1ccccc1Br)N1C2C=CCC1CC2 (configuration not stated)	12
Cc1nc2c(ccc3nc(NC(=O)COc4ccccc4)sc32)s1	2
Cn1nc(CNC(=O)c2cc(=O)c3ccccc3o2)cc1-c1cccs1	-18
COc1ccc(CC(=O)N(Cc2ccco2)Cc2nn(C)c3c2CCC3)cc1OC	-13
CCc1ccc2nc(N(Cc3cccnc3)C(=O)c3cccc4ccccc34)sc2c1	-15
COc1cccc(CNC(=O)c2nnn(Cc3ccccc3)c2-n2cccc2)c1OC	-12
CCCOc1ccc(S(=O)(=O)NCc2cc(C)oc2C)cc1	2
CC(=NNC(=O)C(N)=O)c1ccc2c(c1)OCCO2	-7
O=C(c1ccccc1Br)N1CCC(n2ccnn2)CC1	-14
NC(=O)C(=O)NN=Cc1c2ccccc2cc2ccccc12	2
Cc1cc2cc(CNC(=O)c3cccc(F)c3)ccc2n1C	-6
COc1cccc(C(=O)CC2(O)C(=O)Nc3ccc([N+](=O)[O-])cc32)c1 (configuration not stated)	9
CCOC(=O)CCC(=O)N1CCC(Oc2ccc(C#N)cn2)CC1	-11
O=C(Nc1ccc2c(c1)OCCO2)C1CCCN(c2ccc(-c3ccc(Cl)cc3)nn2)C1 (configuration not stated)	4
O=C(O)c1sccc1F	-12
O=C(NN=Cc1ccc2c(c1)OCO2)c1ccn(Cc2ccc(Cl)cc2)n1	6
COc1ccc(NC(=O)c2cc(=O)c(OC)c[nH]2)cc1OC	-6
COc1ccc(C(=O)Nc2ccc3c(c2)C(=O)NC3=O)c(OC)c1	-2
CN(C)c1ccc(CCNC(=O)c2ccccc2C(F)(F)F)cc1	-4
CCOC(=O)c1c(NC(=O)CS(=O)(=O)c2cn(Cc3ccc(F)cc3)c3ccccc23)sc2c1CCCC2	-12
CN1C(=O)Cc2cc(NC(=O)CC(C)(C)C)ccc21	-1
COc1ccc(CC(=O)Nc2ccc3c(c2)CN(C(=O)C2CC2)CC3)cc1OC	-7
O=S1(=O)CCC(NS(=O)(=O)CCCCC(Cl)(Cl)Cl)C1 (configuration not stated)	-3
CN1CCN(c2cc(OCCNC(=O)c3ccco3)ncn2)CC1	-8
Cc1[nH]nc(S(=O)(=O)N2CCOCC2)c1C(=O)O	-13
Cc1ccccc1-c1ccc(N2CCN(C(=O)c3ccccn3)CC2)nn1	-17
CN=C1CC(C)(C)CC(=O)C1=C(O)CCC(=O)NC	-17
CCCCC(C)=NNC(=O)CN(c1ccc(Br)cc1)S(=O)(=O)c1ccccc1	6
CCOc1ccc(N2CC(c3nc(-c4ccccn4)no3)CC2=O)cc1 (configuration not stated)	-20
O=C1CCCC(=NNC(=O)NC2CCCCC2)C1	-10
COc1ccccc1N1CCN(N=Cc2ccc(C(=O)O)cc2)CC1	1
Cc1ccc(NC(=O)C2CCN(S(=O)(=O)c3cccs3)CC2)c(C(=O)c2ccccc2)c1	-11&5
O=C(c1ccc(N2C(=O)CCC2=O)cc1)N1CCN(Cc2nc(-c3ccc(F)cc3)cs2)CC1	-15&2
NC(=NOC(=O)/C=C/c1ccccc1)c1ccccn1	7
Cc1cc(S(=O)(=O)N2CC[C@H](S(C)(=O)=O)C2)ccc1F	-14
COc1ccc2nc(-n3nc(C)cc3NC(=O)c3ccc(C#N)cc3)sc2c1	-6
